PGE2 EP2 inh – EP2 receptor (human) inhibition; AID 1422; P43116; actives 0.52% (n = 260,000); C6 glioma cells expressing human EP2, cAMP TR-FRET; cells stimulated with saturating PGE2; inhibition, % at 25 µM;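 active = percent inhibition above 40 after rounding to a whole number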;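 also: rat C6 glioma host cells with rolipram phosphodiesterase inhibitor present; the protocol text gives 20 µM as final concentration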
Tb hexokinase – T. brucei hexokinase 1 inhibition; inhibition, % at 10 µM; actives 0.11% (n = 220,000); recombinant TbHK1, G6PDH-coupled NADH A340;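 active = inhibition of 50% or more in the single-dose primary screen; inactive = inhibition below 50%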
p97 inhibitor – blocks human p97 ATPase activity. recombinant p97 ATPase, Kinase-Glo ATP luminescence, 3 h. inhibition, % at 8 µM. actives 0.42% (n = 220,000). AID 1481; in the data active = inhibition above about 15%;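 also: 0% = DMSO vehicle and 100% = wells lacking enzyme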
p47phox inh – inhibitors of human p47phox binding | P14598 | p47phox/p22phox peptide binding, fluorescence polarization, 2 h | inhibition, % at 24.7 µM | actives 0.53% (n = 220,000);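 active = inhibition above about 30%, limit read from the data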;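 also: 0% = p47phox with labelled peptide and 100% = labelled peptide alone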
Target sequence (P14598 whole entry, looked up): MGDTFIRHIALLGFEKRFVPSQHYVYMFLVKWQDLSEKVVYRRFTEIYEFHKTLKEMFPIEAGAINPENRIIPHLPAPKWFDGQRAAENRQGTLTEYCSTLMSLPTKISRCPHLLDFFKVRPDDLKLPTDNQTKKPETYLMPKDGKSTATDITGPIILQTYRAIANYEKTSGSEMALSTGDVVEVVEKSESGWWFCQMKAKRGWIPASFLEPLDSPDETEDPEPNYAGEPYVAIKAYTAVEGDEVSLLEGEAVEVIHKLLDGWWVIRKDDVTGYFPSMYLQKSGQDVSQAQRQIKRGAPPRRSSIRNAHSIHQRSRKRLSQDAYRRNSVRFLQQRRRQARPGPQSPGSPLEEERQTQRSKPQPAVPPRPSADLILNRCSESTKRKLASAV
Ba/F3 V617F tox – reduce viability of Ba/F3 cells dependent on JAK2V617F | Ba/F3 EpoR-JAK2V617F viability, ATP luminescence | inhibition, % at 5.6 µM | actives 1.1% (n = 220,000);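 active = inhibition above the campaign mean plus 3 SD over all tested compounds, cut at about 24% in these data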;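 also: cytokine-independent growth of Ba/F3 cells driven by EpoR plus mutant JAK2; 0% = DMSO-treated cells and 100% = JAK inhibitor I control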
BaF3 tox – counter-screen for JAK2V617F inhibitors: parental Ba/F3 viability inhibitors. inhibition, % at 5.6 µM. AID 1486. CellTiter-Glo ATP luminescence. actives 1.1% (n = 220,000);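 active = inhibition above a per-campaign cutoff, the mean inhibition of all tested compounds plus 3 SD, cut at about 27% in these data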;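 also: 0% = DMSO wells and 100% = JAK Inhibitor I control wells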
Furin inh – blocks human furin protease activity; P09958; purified furin, fluorogenic substrate cleavage; AID 463115; actives 0.061% (n = 220,000); inhibition, % at 30 µM; in the data active = inhibition above about 25%; also: inactives centre near -15
Target sequence (P09958 108-714 limits assumed): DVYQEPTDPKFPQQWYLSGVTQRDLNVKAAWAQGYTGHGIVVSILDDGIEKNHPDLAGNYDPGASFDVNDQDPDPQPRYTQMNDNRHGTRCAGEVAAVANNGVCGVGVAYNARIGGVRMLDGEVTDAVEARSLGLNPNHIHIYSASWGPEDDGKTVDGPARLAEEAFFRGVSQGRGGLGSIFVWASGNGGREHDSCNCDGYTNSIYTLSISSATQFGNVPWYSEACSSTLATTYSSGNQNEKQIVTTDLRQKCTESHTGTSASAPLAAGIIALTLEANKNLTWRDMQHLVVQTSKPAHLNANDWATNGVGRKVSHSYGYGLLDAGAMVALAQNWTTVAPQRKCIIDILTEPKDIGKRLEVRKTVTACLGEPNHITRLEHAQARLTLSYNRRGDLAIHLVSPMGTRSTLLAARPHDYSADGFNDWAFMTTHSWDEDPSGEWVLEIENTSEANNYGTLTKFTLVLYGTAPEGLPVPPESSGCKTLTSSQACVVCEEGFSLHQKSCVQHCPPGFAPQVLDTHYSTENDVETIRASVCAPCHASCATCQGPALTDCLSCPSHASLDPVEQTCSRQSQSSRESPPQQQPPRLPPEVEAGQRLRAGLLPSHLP
RBBP9 inhibitor – blocks human serine hydrolase RBBP9. recombinant RBBP9, FP-Rh probe fluorescence polarization. AID 1515. inhibition, % at 7.94 µM. actives 0.2% (n = 220,000). O75884;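 active = inhibition above the campaign mean of all tested compounds plus 3 SD, cut at about 14% in these data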;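 also: plate controls were DMSO wells with RBBP9 for no effect and wells lacking RBBP9 protein for full effect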
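Assay system: recombinant human RBBP9; Reagent: Serine-hydrolase probe FP-Rh, 375 nM pre-mixing; Doses: 7.94 µM single dose, 0.794% DMSO; Incubation: 30 min then 45 min, 25 °C; Detection: fluorescence polarization (mP), excitation 525 nm, emission 598 nm; Evaluation: percent inhibition from mP, scaled between DMSO and no-protein wells.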
PPC-1+TRAIL kill – compounds killing PPC-1 cancer cells with TRAIL present (potentiator screen, no TRAIL-free arm); PPC-1 cells + TRAIL, ATPLite viability luminescence; cell killing (% activity), % at 4 µM; actives 0.41% (n = 220,000); AID 1443;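 active = cell killing above 50% in the first pass at 4 µM, then a duplicate retest at 5 µM averaging 50% or more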;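 also: plate controls were cells with TRAIL plus DMSO for no effect and medium-only wells lacking cells for full effect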
Numbers without * were called inactive; nt = not tested or not shown; & = joins results of further samples; [ ] = remark or other dose. These rows are one share of the data; rates above refer to the full screens.

SMILES	PGE2 EP2 inh	Tb hexokinase	p97 inhibitor	p47phox inh	Ba/F3 V617F tox	BaF3 tox	Furin inh	RBBP9 inhibitor	PPC-1+TRAIL kill
CCS(=O)(=O)NC(C)C(c1cccs1)N1CCN(c2ccc(OC)cc2)CC1 (stereo unspecified)	11.0	5.3	3.5	-0.8	-3.9	0.0	-18.9	4.8	-1.8
COc1ccccc1/C=N/NC(=O)c1cccc(OC(F)(F)C(F)F)c1	19.9	22.5	-3.5	-18.0	0.2	6.6	-3.0	-3.0	27.7
Nc1nc(-c2ccccc2)c(N=Nc2ccc(Cl)cc2)s1	14.0	5.1	-1.3	-49.4	6.1	9.3	-3.1	-9.0	15.2
O=C(O)c1c(-c2ccccc2)c2oc3ccccc3c2[nH]c1=O	13.8	-35.5	5.9	-19.9	-4.3	-1.6	-39.9	1.9	-3.7
CCC(CC)NC(=O)CO/N=C/c1ccc(Cl)cc1Cl	-0.1	-2.5	5.2	-4.5	-3.0	2.6	-22.7	0.3	18.1
COc1cc(NC(=S)Nc2ncccc2C)cc(OC)c1OC	5.8	1.6	0.9	-6.2	-1.7	7.5	-9.5	-0.1	5.2
Cn1c(=O)c2c(nc(SCCN3CCOCC3)n2Cc2cccc3ccccc23)n(C)c1=O	5.2	-13.6	-3.5	-2.7	4.4	6.2	-15.9	-0.1	-12.8
CCSc1nc(CC)c2c(c1C#N)CCCC2	6.2	-0.7	3.0	-2.1	0.3	4.5	-19.2	3.4	8.7
O=C(c1ccccc1)c1cnc(-c2ccccc2)s1	10.4	-6.9	-9.7	-5.8	3.5	1.5	-15.7	-3.7	12.7
COc1cc(/C=N/NC(=O)c2cccc(S(=O)(=O)N3CCCCC3)c2)cc(Br)c1O	4.2	-11.6	4.3	-14.2	3.5	7.5	-16.9	0.9	31.9
O=C(OCc1nnc(-c2ccccc2)o1)C1CCN(S(=O)(=O)c2cccs2)CC1	22.3	5.6	0.5	-10.7	-3.9	0.7	-17.2	7.2	10.9
COc1ccc(CCNC(=O)NC2CCCCC2)cc1OC	4.1	8.3	2.0	5.4	-1.6	4.8	-25.4[20 µM]	1.0	27.3
COc1ccc(C(=O)/C(C#N)=N/Nc2cccc([N+](=O)[O-])c2)cc1	6.7	-8.5	-1.5	2.3	2.9	0.9	-0.3	-6.7	18.8
Cc1ccc(N/C=C/C(=O)c2cccs2)cc1	7.5	-8.3	9.5	-39.1	-3.4	2.5	-12.7	3.2	85.8*[5 µM]
CC(C)(C)CN1CCNC(=O)C1CC(=O)NCCN1CCCc2ccccc21 (stereo unspecified)	4.6	-0.2	-3.0	3.9	0.9	7.1	-13.4	6.7	11.6
CCCCC(=O)N=c1sc2cc(S(C)(=O)=O)ccc2n1C	nt	2.2	1.9	-15.9	-2.2	1.8	-17.4	-7.4	5.2
CCOC(=O)C1C(c2cccs2)NC(=O)NC1(O)C(F)(F)F (stereo unspecified)	9.2&8.2	3.2	0.9	-8.7	-3.0	1.1	-22.2	-4.7	-2.9
CC(=O)c1ccc(OC(=O)N(c2ccccc2)c2ccccc2)cc1	12.0	-2.6	-4.9	1.2	3.1	7.8	-5.8[20 µM]	-0.9	0.9
O=c1[nH]c2ccc(NC(=S)NC3CCCCC3)cc2[nH]1	4.7	4.8	-1.2	-4.9	4.1	5.1	-16.1	0.7	3.4
COc1ccc(C(=O)Nn2cnc3scc(-c4cccs4)c3c2=O)c(O)c1	10.9	-2.0	9.1	-13.6	-0.9	2.2	-30.6	-1.8	nt
CCN1C(=O)c2cccc3c(S(=O)(=O)Nc4ccccc4)ccc1c23	5.1	-1.5	4.1	-14.1	2.0	3.6	-19.7[20 µM]	-6.5	14.5
COC(=O)N1CC=CC1(C)C(=O)NCc1cc(F)cc(C(F)(F)F)c1 (stereo unspecified)	5.9	3.8	-1.7	-4.6	-0.9	1.8	-19.7	-9.8	13.5
O=C(CN(C(=O)CCC(=O)Nc1nccs1)c1ccc2c(c1)OCCO2)NCc1ccco1	4.9	1.9	1.8	-16.2	-1.8	7.9	-25.9	-7.2	25.7
COc1ccc(-n2c(SCC(=O)N3CCCCC3)nnc2-c2cccnc2)cc1	8.9	3.4	-2.1	-11.4	1.6	7.7	-22.7	-6.9	14.4[5 µM]
CC(=O)Nc1c(C)cc(OCC(=O)O)cc1C	11.7&7.2	-7.4	5.3	-16.8	-1.7	1.6	-14.0	5.2	-7.6
Clc1ccc(Cc2nnc(-c3ccccc3Br)o2)cc1	8.3	-3.8	0.3	6.1	-1.4	0.3	-1.4	-4.1	-9.0
C/C(CC(=O)Nc1ccc(C)c(Cl)c1)=N\NC(=O)c1ccncc1	7.0	-2.6	0.9	-5.2	-1.2	4.3	-24.5	-15.9	6.8
CCN(CC)S(=O)(=O)c1ccc2c(c1)N(CC(=O)N(CCc1ccncc1)C(C)C)C(=O)CO2	0.7	4.1	-3.1	-5.5	5.0	12.4	-17.7	-5.2	4.1
CCCS(=O)(=O)N1CCCC(C(=O)NCCN2CCOCC2)C1 (stereo unspecified)	12.4	-7.9	-2.2	nt	-1.0	-1.2	-21.5	-6.9	-3.8
N#Cc1c(NC(=O)C2CC(c3ccccc3O)=NO2)sc2c1CCC2 (stereo unspecified)	7.5&6.0	-4.2	-4.5	-8.5	2.4	6.0	-13.3	-4.6	30.3
CC(=O)Oc1c(-c2ccco2)oc2ccccc2c1=O	11.0	-28.5	7.8	4.2	-3.8	4.0	-22.5	2.8	7.9
CC(C)(O)C#Cc1ccc(CN2CCN(Cc3ccccc3)C(CCO)C2)cc1 (stereo unspecified)	8.1	0.5	3.1	-6.2	-0.6	4.5	-18.2	1.1	11.0
Cc1ccc(NS(=O)(=O)c2ccc3[nH]c(=O)[nH]c3c2)c(C)c1	5.8	3.3	1.2	0.8	2.8	0.2	-11.9	0.5	-8.2
CCNC(=S)N1CCC(NC(=O)C2CCCCC2)CC1	5.5	-6.2	0.8	-0.3	-3.3	0.0	-11.0[20 µM]	-0.9	22.6
COCCNC(=S)N1CCc2cc(OC)c(OC)cc2C1c1cccs1 (stereo unspecified)	0.6	2.1	-0.3	-9.8	-1.4	8.1	-6.1	-7.1	11.0
Cc1cc(C)c2c(n1)nn1c(C3CC3)cc(C(F)(F)F)nc21	8.9	-9.3	-3.4	nt	1.6	5.5	-18.1[20 µM]	2.1	nt
COC(=O)c1ccccc1S(=O)(=O)N1CCC(C(=O)OC(C)C(=O)NC(N)=O)CC1 (stereo unspecified)	1.9	-4.8	-5.4	-3.1	-0.4	3.5	-21.3	-12.9	12.4
Clc1ccc(/C=N/NC(=Nc2ccccc2)c2ccccn2)c(Cl)c1	nt	-8.8	-2.9	-2.3	-6.5	4.0	-21.9[20 µM]	-2.9	-7.4
O=c1[nH]c(-c2ccccc2Cl)nc2c1sc(=S)n2-c1ccccc1	3.5	-21.9	4.1	-6.1	-4.4	-0.5	-4.7	-4.2	12.6
CCN(c1ccccc1)S(=O)(=O)c1ccc(OC)c(NS(=O)(=O)c2cccs2)c1	5.2	-6.0	-7.2	-1.6	3.7	2.9	-15.3	-5.2	12.9
COc1ccccc1NC(=O)CN1CC(=O)Nc2ccccc21	7.7	-3.9	3.1	-10.2	-0.7	-0.5	-23.8	-6.3	14.4
Cn1nnnc1SCC(=O)Nc1ccc2c(c1)OCCO2	8.1	2.8	-4.6	-9.2	1.6	2.9	-3.8	-8.9	-0.4
Cc1ccc(NC(=O)Cc2ccccc2)c(C)c1	10.3	-3.5	1.5	1.3	-3.2	3.1	-18.5	-7.0	14.4
Cc1cccnc1NC(=O)c1ccc2nc(N)sc2c1	16.5	-5.0	4.5	-6.5	-4.5	1.9	-9.2[20 µM]	-2.7	13.3
Cc1[nH]nc2c1C(c1ccsc1)C(C#N)=C(N)O2 (stereo unspecified)	22.5&11.0	-14.5	2.6	2.6	-0.2	5.7	-7.2[20 µM]	-11.2	21.9
CCOc1ccc(CCN2CN(C3CCCCC3)CNC2=S)cc1OCC	1.0	-7.6	-1.7	-8.1	-0.9	-0.7	-23.8	-4.6	5.9
CSc1cccc(NC(=O)N2CCN(C)CC2)c1	4.5	-9.4	2.3	-5.2	-3.9	-1.2	-17.5	-7.8	-6.5
Cc1cccc(NC(=O)NCc2ccc3[nH]c(C)cc3c2)c1	4.7	1.9	2.4	-6.3	0.9	8.3	-19.6	-8.8	-0.6
CCN=C(NS(=O)(=O)c1ccc(Br)cc1)c1ccc(Cl)cc1	4.3	-2.4	-0.3	8.2	1.3	10.7	-21.4	-1.8	-1.0
COc1ccc(-c2cc(C(F)(F)F)nc(SCC(=O)NCc3cccs3)n2)cc1OC	5.3	12.3	-7.3	-0.9	3.3	5.1	-1.4	-8.8	16.5
CC(/C=C/c1ccccc1)=N\NC(=O)c1cc(C)nc2ccccc12	7.8	-28.7	-5.7	0.9	33.3*	52.2*	-0.2	-5.2	9.7
OC(COc1ccc2ccccc2c1Br)Cn1cnc(-c2ccccc2)c1 (stereo unspecified)	26.5	-20.0	-3.7	-10.0	-0.5	5.5	-4.9[20 µM]	-1.7	6.6
CCC1=NN(C(=O)CCc2ccccc2O)C(O)(C(F)(F)F)C1 (stereo unspecified)	5.3	-0.2	5.1	-7.9	-4.1	0.0	-18.9	1.2	17.5
O=S(=O)(c1cccc(-c2cn3cccnc3n2)c1)N1CCOCC1	4.2	-25.7	0.1	-2.4	-0.2	2.7	-67.7	-4.3	30.2
Cc1ccc(F)c(C2C3C=CCC(c4cccc(-c5ccc(N(C)C)cc5)c4)C3C(=O)N2Cc2ccccc2)c1 (stereo unspecified)	7.4	-25.2	nt	-17.4	nt	nt	-27.7	nt	-12.5
Cc1cc(C)c2[nH]c(=O)c(CN(CC3CCCO3)C(=S)NCc3ccco3)cc2c1 (stereo unspecified)	6.9	6.9	4.3	-14.2	0.3	6.0	-25.2	-8.0	2.7
Cc1nnc(NC(=O)CSc2ncn(-c3ccccc3)n2)s1	9.0	-1.8	2.2	-3.2	-2.7	-1.0	-13.3	-6.0	2.6
CCCC12CN3CC(C)(CN(C1)C3c1ccco1)C2=O (stereo unspecified)	0.1	0.5	0.2	2.3	5.2	8.6	-17.0	-7.1	34.8
CCCCSCCCNC(=S)Nc1ccccc1C	8.3	5.7	-5.2	-8.6	4.8	6.2	-13.1	-6.8	3.6
Cc1cc(O)c(C(C)C)cc1NC1=NS(=O)(=O)c2ccccc21	2.5	2.8	3.5	-12.9	-4.4	-0.6	-21.0	0.9	-15.8
COc1ccc(NC(=O)c2cccc(-n3cnnn3)c2)cc1	14.3	1.7	4.5	-51.0	0.1	2.8	-22.6	-3.6	-7.6

An excerpt from above, showing only Furin inh, PPC-1+TRAIL kill and Tb hexokinase:
canonical_smiles | Furin inh | PPC-1+TRAIL kill | Tb hexokinase
Cc1nnc(NC(=O)CSc2ncn(-c3ccccc3)n2)s1 | -13.3 | 2.6 | -1.8
Cc1ccc(F)c(C2C3C=CCC(c4cccc(-c5ccc(N(C)C)cc5)c4)C3C(=O)N2Cc2ccccc2)c1 (stereo unspecified) | -27.7 | -12.5 | -25.2
CCCC12CN3CC(C)(CN(C1)C3c1ccco1)C2=O (stereo unspecified) | -17.0 | 34.8 | 0.5
